# Compound activity as filed in PubChem.
# KCNK9 inh = inhibitors of human KCNK9 two-pore domain potassium channel; Q9NPC2; HEK293 KCNK9, FluxOR thallium flux fluorescence; hits give low values; 1.2% of 310,000 active; B-score at 10 µM; AID 488922;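 active means ratio B-score over 3 SD below the library mean, with starting fluorescence within 5 SD of its mean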;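 further: negative B-score means less thallium flux so channel inhibition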
# Target sequence (Q9NPC2 whole entry, looked up, the tested form may be a part): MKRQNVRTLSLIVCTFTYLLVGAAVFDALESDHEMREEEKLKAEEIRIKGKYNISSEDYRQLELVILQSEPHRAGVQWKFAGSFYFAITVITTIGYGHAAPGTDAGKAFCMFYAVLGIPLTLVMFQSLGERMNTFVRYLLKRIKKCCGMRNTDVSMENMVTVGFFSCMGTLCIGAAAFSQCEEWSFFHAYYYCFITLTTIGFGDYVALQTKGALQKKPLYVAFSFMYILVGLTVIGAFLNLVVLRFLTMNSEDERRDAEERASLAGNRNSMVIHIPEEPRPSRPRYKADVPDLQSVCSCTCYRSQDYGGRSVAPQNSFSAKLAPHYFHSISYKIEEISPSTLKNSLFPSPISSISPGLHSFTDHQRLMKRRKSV
# Dyrk1A ADPGlo = Dyrk1A (rat) kinase inhibition; Q63470; ADP-Glo luminescence, NFATc1 peptide; inhibition, % at 12.5 µM; 0.43% of 310,000 active; AID 504441; in the data active means inhibition above about 50%;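 further: plate controls were vehicle with enzyme for no effect and no enzyme for full effect; many of its hits are not listed in these tables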
# TRPC4 block = TRPC4 (mouse) channel inhibition. HEK293 TRPC4beta/mu-opioid, DAMGO-evoked Fluo4 calcium flux; hits give low values. 0.39% of 300,000 active. Q9QUQ5. B-score at 10 µM;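 active means B-score over 3 SD under the library average, no early fluorescence shift, positive overall ratio signal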
#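 Assay system: Stable TRPC4beta/mu-opioid receptor HEK293 cells | Reagent: DAMGO in two steps, submaximal then maximal | Compound dosing: Single concentration per test compound | Signal: Fluo4 Ca2+ flux fluorescence | Evaluation: Per-well B score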
# TRPC4 PAM = allosteric potentiators of mouse TRPC4 channel. Q9QUQ5. HEK293 TRPC4beta/mu-opioid, DAMGO EC20, Fluo-4 Ca2+ flux; hits give high values. B-score at 10 µM. 0.42% of 310,000 active;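 active means B-score of calcium response area above 5 SD of library B-scores, with initial fluorescence ratio within 5 SD of library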;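 further: B-score of integrated fluorescence ratio over time as area under calcium response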
# Platelet DG rel = modulates dense granule release in human platelets; human platelet-rich plasma, SFLLRN dense granule ATP release, luminescence; inhibition, %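 (compounds screened at 7.5 µM in platelet-rich plasma)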; 0.22% of 300,000 active; AID 1663;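 active means mean replicate score, as percent of positive control, at or above 50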
# hERG protect = shields human hERG channel from block by proarrhythmic agents; activation (rescue from dofetilide block), less the hit threshold, % at 10 µM; Q12809; AID 1511; 0.51% of 310,000 active; CHO-hERG, FluxOR thallium flux, dofetilide IC70 present;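 active means activation above the mean of controls blocked by dofetilide plus 5 SD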;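 further: thallium influx through hERG after potassium depolarization seen as dye fluorescence rise; in these data hits start at about 4.7%; inactives centre near -7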
# PolyA inh = inhibitors of polyadenylation in S. cerevisiae. calls only at 12 µM. AID 1875. S. cerevisiae SKY197-pL101 polyadenylation reporter, beta-gal luminescence; efflux-impaired pdr1/pdr3 knockout yeast; score 100 = 6 SD above DMSO. 0.02% of 300,000 active;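 active means lowest replicate activity score at least 50, where 100 means six control SD above control mean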;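 further: yeast exposed to compound for 9 h at 30 °C; higher score means more reporter readthrough which indicates perturbed polyadenylation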
# TRPC4 act = opens the mouse TRPC4 cation channel. B-score at 10 µM. HEK293 TRPC4beta/mu-opioid, Fluo4 calcium fluorescence; hits give high values. Q9QUQ5. 0.49% of 310,000 active;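 active means B-score above 5 SD of library B-scores, and initial fluorescence ratio not above library mean plus 5 SD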;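 further: positive B-score marks a calcium rise read as TRPC4 activation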
#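 Material: HEK293 stable line with TRPC4beta plus mu-opioid receptor; technique: Fluo4 calcium-sensitive dye fluorescence, kinetic, 1 Hz baseline; timing: Fluo4 dye loading 45 min at room temperature, 110 s recording; controls: assay buffer as low control, maximal DAMGO as high control; read-out: integrated baseline-normalised fluorescence ratio, converted to per-well B score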
# KCNK3 inh = human KCNK3 channel inhibition, primary screen | 0.84% of 340,000 active | AID 602410 | B-score at 10 µM | CHO-KCNK3 thallium flux, FluxOR fluorescence; hits give low values;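 active means B-score under library mean minus 4 SD, starting fluorescence ratio at most library mean plus 5 SD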;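 further: more negative B-score means stronger inhibition of thallium flux through KCNK3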
# Target sequence (O14649 whole entry, looked up): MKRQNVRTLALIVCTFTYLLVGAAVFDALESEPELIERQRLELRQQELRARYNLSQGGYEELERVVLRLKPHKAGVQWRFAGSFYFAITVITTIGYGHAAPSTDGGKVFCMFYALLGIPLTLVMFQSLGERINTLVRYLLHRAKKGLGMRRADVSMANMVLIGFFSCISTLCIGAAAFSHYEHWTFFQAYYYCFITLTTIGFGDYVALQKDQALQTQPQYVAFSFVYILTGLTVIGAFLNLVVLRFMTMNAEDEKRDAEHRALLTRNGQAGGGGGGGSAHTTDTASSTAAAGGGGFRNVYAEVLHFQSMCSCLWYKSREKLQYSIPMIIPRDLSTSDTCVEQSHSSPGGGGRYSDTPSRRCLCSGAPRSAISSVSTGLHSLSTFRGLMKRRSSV
# KCNQ1 block = human KCNQ1 channel inhibition | P51787 | B-score at 10 µM | CHO-K1 KCNQ1, FluxOR thallium flux fluorescence; hits give high values | 1.3% of 310,000 active;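 active means compounds whose thallium flux B-score, printed positive for inhibition, exceeds three library SD while starting fluorescence stays within three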;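 further: channel opened by potassium depolarization with thallium stimulus after 20 min compound exposure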
# KCNQ1 pot = potentiators or activators of human KCNQ1 potassium channel; AID 2648; B-score at 10 µM; CHO-K1 KCNQ1, thallium flux FluxOR fluorescence; hits give high values; 0.35% of 310,000 active;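 active means fluorescence ratio B-score, a plate-corrected score, at least three library SD, with initial intensity B-score within 5 SD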
#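 Assay system: CHO-K1 cells stably expressing KCNQ1; Medium: assay buffer with matched DMSO; Also added: K+/Tl+ depolarizing stimulus; Dosing: single dose; Timing: dye 90 min, compound 20 min, room temperature; Measured by: kinetic FluxOR thallium fluorescence, 10-s 1-Hz baseline, 110-s post-stimulus read; Read-out: peak-minus-minimum fluorescence over initial fluorescence, negative-control normalized, B-scored.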
# * marks the source's active call; other numbers are inactive results; i = inactive; . = not tested or not shown. Some of the compounds tested; the hit share may differ from the screen's.
SMILES,KCNK9 inh,Dyrk1A ADPGlo,TRPC4 block,TRPC4 PAM,Platelet DG rel,hERG protect,PolyA inh,TRPC4 act,KCNK3 inh,KCNQ1 block,KCNQ1 pot
CCc1cc(C(=O)N2CCCC(C(=O)c3ccc(C(F)(F)F)cc3)C2)n(C)n1 (configuration not stated),i,-8.1,i,i,-1.6,-9.9,i,i,i,i,i
CCOc1ccc2oc(C(=O)N3CCN(c4ccccn4)CC3)c(C)c2c1,i,2.2,i,i,-2.6,-14.1,i,i,i,i,i
CCc1ccc(/C=C(/C#N)C(N)=S)s1,i,12.6,i,i,-2.2,-3.9,i,i,i,i,i
Nc1ccc(-n2nnnc2-c2ccco2)cc1,i,-2.1,i,i,2.7,-13.5,i,i,i,i,i
Cc1cc(C)c(S(=O)(=O)c2cccc(Br)c2C)c(Cl)n1,i,-3.2,i,i,3.2,-9.8,i,i,i,i,i
C=CCNC(=O)c1ccccc1NS(=O)(=O)c1ccc(SC)cc1,i,-0.9,i,i,-12.7,-3.2,i,i,i,i,i
Cc1cc(NC(=O)COC(=O)CSCc2ccc(Cl)c(Cl)c2)no1,i,-6.4,i,i,-5.0,-8.4,i,i,i,i,i
CC(c1ccc(Br)cc1)N1CC23C=CC(O2)C(C(=O)O)C3C1=O (configuration not stated),i,-0.6,i,i,18.5,-7.9,i,i,i,i,i
Nc1c(-c2ccc(Cl)cc2)cnc2ncnn12,i,12.1,i,i,1.9,-8.2,i,i,i,i,i
COc1cc(/C=C/[N+](=O)[O-])ccc1OC(=O)/C=C/c1ccc(F)cc1,i,1.3,i,i,-1.2,-0.6,i,i,i,i,i
Cc1cc(C)c2c(N)c(C(=O)N/N=C/c3ccccc3)sc2n1,i,.,i,i,6.0,-9.1,i,i,i,i,i
Cc1cc2cccc(C)c2nc1SCC(=O)NC1CCCCC1,-12.3*,-1.8,i,i,-45.1,-1.6,i,i,-9.5*,i,i
CN1CCN(S(=O)(=O)c2ccc(N(C)Cc3cccs3)nc2)CC1,i,-4.4,i,i,0.1,-16.5,i,i,i,i,i
CCCCCCCCC(=O)NC(NC(=S)N1CCOCC1)C(Cl)(Cl)Cl (configuration not stated),i,2.6,i,i,7.0,-5.2,i,i,i,i,i
O=C1C2CCCN2C(=O)N1CCN1CCN(CCO)CC1 (configuration not stated),i,10.5,i,i,-6.4,-6.5,i,i,i,i,i
CCCCOC(=O)c1ccc(NC(=O)C(=O)NCc2cccnc2)cc1,i,-4.7,i,i,-5.3,-2.6,i,i,i,i,i
COC(=O)c1ccc(CSc2ccc3nnc(-c4cccc(F)c4)n3n2)o1,i,9.8,i,i,4.4,-11.7,i,i,i,i,i
Cc1ccc2c(c1)N(CC(=O)N1CCCC(C)C1)C(=O)CO2 (configuration not stated),i,-7.5,i,i,-6.9,-9.6,i,i,i,i,i
CCC(NC(=O)Nc1cc(OC)c(OC)c(OC)c1)(C(F)(F)F)C(F)(F)F,i,-10.0,i,i,1.3,-16.4,.,i,i,i,i
O=C(COc1ccc(Br)cc1)Nc1ccc(C(=O)Nc2ccccc2C(=O)O)cc1,i,-10.4,i,i,-3.5,-2.9,i,i,i,i,i
CC(NC(=O)c1ccc(CS(=O)(=O)Cc2ccccc2F)o1)c1ccc2c(c1)OCCO2 (configuration not stated),i,8.0,i,i,-1.5,-8.5,i,i,i,i,i
COc1cccc(CN(C)C(=O)c2ccc(NS(=O)(=O)c3ccc4[nH]c(=O)[nH]c4c3)cc2)c1OC,i,-1.8,i,i,-1.7,-9.1,i,i,i,i,i
CCn1cc(C(=O)NCCc2ccc(OC)c(OC)c2)c(=O)c2cc(S(=O)(=O)N3CCOCC3)ccc21,i,1.8,i,i,20.4,-13.7,i,i,i,i,i
COc1ccccc1NS(=O)(=O)c1cc(NC(=O)c2ccco2)ccc1N1CCOCC1,i,-6.7,i,i,-23.2,-2.4,i,i,i,i,i
CCc1nnc(NC(=O)c2nc(S(=O)(=O)Cc3ccc(C)cc3)ncc2Cl)s1,i,-0.1,i,i,-13.7,-7.3,i,i,i,i,i
CCOC(=O)c1snc2c(=O)[nH]cnc12,i,1.7,i,i,-5.4,-5.5,i,i,i,i,i
CCN(CC)S(=O)(=O)c1cccc(C(=O)NCCCN2CCOCC2)c1,i,-4.4,i,i,-2.1,0.9,i,i,i,i,i
Cc1ccn2c(CNC(C)CCn3cccn3)c(C(=O)N3CCCCCC3)nc2c1 (configuration not stated),i,0.9,i,i,2.8,-14.0,i,i,i,i,i
CC(=O)Nc1nn(C)c2nc3ccc(C)cc3cc12,i,9.9,i,i,8.4,-6.2,i,i,i,i,i
COc1ccc(OC)c(/C=N/NC(=O)c2[nH]nc3c2CCc2ccccc2-3)c1,i,4.5,i,i,-2.4,-12.3,i,i,i,i,i
O=C(CCCN1C(=O)/C(=C/c2cccs2)SC1=S)NNC(=O)c1ccccc1O,i,1.5,i,i,3.9,-4.8,i,i,i,i,i
CCOC(=O)C1=C(C)N(C)C(C)=C(C(=O)OCC)C1c1ccc(Cl)cc1,i,-0.6,i,i,-6.3,-11.4,i,i,i,i,i
CC1=C(C(=O)OCc2ccccc2)C(c2ccc(Br)cc2)NC(=O)N1CCCC(=O)O (configuration not stated),i,.,i,i,-0.3,-6.7,i,i,.,i,i
CCn1ncc(Br)c1C(=O)Nc1ccn(C23CC4CC(CC(C4)C2)C3)n1,i,-2.1,i,i,16.2,-13.6,i,i,i,i,i
CCC(C)c1ccccc1OCCCN(C)Cc1ccccc1 (configuration not stated),i,0.3,i,i,1.6,-9.9,i,i,i,i,i
COc1ccc(NC(=O)C(c2cc3c(cc2[N+](=O)[O-])OCO3)N(C)Cc2ccccc2)cc1 (configuration not stated),i,6.8,i,i,6.3,-9.3,i,i,i,i,i
CSc1ccc(/C=C/c2ccc3cccc(O)c3n2)cc1,i,0.4,i,i,13.0,-7.9,i,i,i,i,i
CN(c1ccccc1)S(=O)(=O)c1nnc(NC(=O)c2ccco2)s1,i,-10.9,i,i,3.1,-9.0,i,i,i,i,i
COc1cccc(CN2CCNC(=O)C2CC(=O)NCc2cc(C(C)C)no2)c1 (configuration not stated),i,11.1,i,i,-3.8,-9.5,i,i,i,i,i
COCCNC(=S)NNC(=O)c1cc(-c2cccnc2)nc2ccccc12,i,4.8,i,i,-2.0,-15.2,i,i,i,i,i
CCOC(=O)C1CCN(C(=S)Nc2cc(OC)c(OC)cc2C(=O)OC)CC1,i,-3.7,i,i,0.1,-11.0,i,i,i,i,i
Cc1cc(-n2nc(C)cc2C)n2nc(C)c(-c3ccccc3)c2n1,i,3.9,i,i,-4.6,-12.6,i,i,i,i,i
Oc1ccc(/C=N/Nc2ccc(C(F)(F)F)cn2)cc1,i,.,i,i,1.0,-4.9,i,i,i,i,i
CN1CCN(c2nc(N3CCN(CCO)CC3)nc3ccccc23)CC1,i,-4.3,i,i,.,-3.3,i,i,i,i,i
CCCc1noc2c1/C(=N\O)CCC2,i,2.8,i,i,-0.9,-11.8,i,i,i,i,i
Cc1ccc(S(=O)(=O)N2CCC(C(=O)NNC(=O)C3CC3)CC2)cc1Cl,i,2.6,i,i,-2.5,-4.0,i,i,i,i,i
CC1CCN(c2c([N+](=O)[O-])c(=O)n(-c3ccccc3)c3ccccc23)CC1,i,-9.2,i,i,-1.0,-3.5,i,i,i,i,i
Nc1n[nH]c2c1C1(CCCC1)Cc1ccccc1-2,i,9.6,i,i,28.4,-9.4,i,i,i,i,i
COc1ccc(OCCC(=O)NC2=NCCS2)cc1,i,-0.5,i,i,6.5,-15.4,i,i,i,i,i
COc1cccc(NC(=O)Nc2ccc(C(C)(C)C)cc2)c1,i,-0.5,i,i,-4.3,-30.4,i,i,-12.6*,13*,i

# By substructure: the entries above with a Cl atom (7)
SMILES,KCNK9 inh,Dyrk1A ADPGlo,TRPC4 block,TRPC4 PAM,Platelet DG rel,hERG protect,PolyA inh,TRPC4 act,KCNK3 inh,KCNQ1 block,KCNQ1 pot
Cc1cc(C)c(S(=O)(=O)c2cccc(Br)c2C)c(Cl)n1,i,-3.2,i,i,3.2,-9.8,i,i,i,i,i
Cc1cc(NC(=O)COC(=O)CSCc2ccc(Cl)c(Cl)c2)no1,i,-6.4,i,i,-5.0,-8.4,i,i,i,i,i
Nc1c(-c2ccc(Cl)cc2)cnc2ncnn12,i,12.1,i,i,1.9,-8.2,i,i,i,i,i
CCCCCCCCC(=O)NC(NC(=S)N1CCOCC1)C(Cl)(Cl)Cl (configuration not stated),i,2.6,i,i,7.0,-5.2,i,i,i,i,i
CCc1nnc(NC(=O)c2nc(S(=O)(=O)Cc3ccc(C)cc3)ncc2Cl)s1,i,-0.1,i,i,-13.7,-7.3,i,i,i,i,i
CCOC(=O)C1=C(C)N(C)C(C)=C(C(=O)OCC)C1c1ccc(Cl)cc1,i,-0.6,i,i,-6.3,-11.4,i,i,i,i,i
Cc1ccc(S(=O)(=O)N2CCC(C(=O)NNC(=O)C3CC3)CC2)cc1Cl,i,2.6,i,i,-2.5,-4.0,i,i,i,i,i
